Peg3 prom inh = Peg3 promoter-driven luciferase inhibitors, primary screen, cell-based, HeLa, luciferase luminescence; inhibition, % at 20 µM; HeLa PEG-Prom luciferase reporter, overnight; 1.7% of 360,000 active;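 active = inhibition of at least 50% at 20 µM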
iPSC survival up = enhancers of single-cell hiPSC survival, primary screen, ATPlite luminescence | 100% = ROCK inhibitor wells, 0% = DMSO | survival enhancement, % at 20 µM | 0.044% of 360,000 active; in the data active = survival enhancement above about 18%;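 note: cells exposed to compounds for 16 hours before the ATP read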
CaV13 FRET inh = Disruptors of the CACNA1D IQ motif to Ca2+-dependent inactivation inhibitor domain association, primary screening, Förster resonance energy transfer in intact living … | HEK cells, CFP/YFP FRET ICDI-IQ, plate reader, 10 min; percent FRET-ratio fall versus neutral wells | inhibition, % at 12.3 µM | 0.098% of 340,000 active;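 active = mean replicate inhibition of at least 30% and at least 1% of replicates passing that level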;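 note: 0% = median of the neutral control wells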
Shn3 3UTR inh = reduction of Shn3 3'UTR firefly luciferase signal, primary screen, Schnurri-3 inhibitor project, cell-based, Clone20 osteoblasts, set 2; Clone20 osteoblast Shn3 3'UTR firefly luciferase, 24 h; inhibition, % at 12.5 µM; 0.52% of 360,000 active; AID 588674, 2011;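 active = mean inhibition of at least 75% with every replicate also reaching 75%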;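 note: 0% = median of neutral control wells and 100% = pilot-screen positive control compound; some compounds past the cut are filed as inactive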
NR2E3 ag-1 = inhibitors of NR2E3-RetCOR corepressor binding, primary screen, NR2E3 agonist project, biochemical, TR-FRET, GST-NR2E3, biotin-RetCOR. inhibition of corepressor binding, % at 4.78 µM. Photoreceptor-specific nuclear receptor (Homo sapiens), Q9Y5X4. AID 2300, 2010. 1536-well. 0.12% of 320,000 active;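 active = percent inhibition above the cutoff of mean plus 3 SD of all tested compounds, set per screening campaign, cut at about 20% in these data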;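 note: 0% = DMSO wells and 100% = biotin wells as full block of FRET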
Target sequence (Q9Y5X4 whole entry, looked up): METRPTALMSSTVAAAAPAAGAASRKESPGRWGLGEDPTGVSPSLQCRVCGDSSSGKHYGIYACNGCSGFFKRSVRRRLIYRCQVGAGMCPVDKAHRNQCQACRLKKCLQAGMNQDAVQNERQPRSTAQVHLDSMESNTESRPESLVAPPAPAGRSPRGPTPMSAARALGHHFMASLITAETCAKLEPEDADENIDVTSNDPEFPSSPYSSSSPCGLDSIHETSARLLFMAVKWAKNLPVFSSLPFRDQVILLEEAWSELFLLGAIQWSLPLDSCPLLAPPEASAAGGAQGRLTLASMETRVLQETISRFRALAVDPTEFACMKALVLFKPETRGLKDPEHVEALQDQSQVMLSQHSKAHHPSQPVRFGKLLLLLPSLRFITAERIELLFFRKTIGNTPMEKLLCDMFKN
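Material: NR2E3–RetCOR corepressor complex / Amount: 1.35 nM GST-NR2E3 / Medium: Tris pH 7.5 / Compound: single nominal compound dose of 4.8 µM / Incubation: 5 h at 4 °C / Technique: TR-FRET, Eu(K)-anti-GST donor, streptavidin-D2 acceptor, ex 340, em 617/671 nm / Read-out basis: percent loss of FRET ratio relative to control wells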
m5-HT2A agonist = mouse Htr2a agonists via beta-arrestin recruitment, primary screen, cell-based, luminescence. 5-hydroxytryptamine receptor 2A (Mus musculus), P35363. CHO-K1 mHTR2A beta-arrestin complementation; percent of 30 µM serotonin response. activation, % at 7.6 µM. 0.66% of 360,000 active. AID 624169, 2012;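 active = activation above a run cutoff, the mean activation of all tested compounds plus 3 SD, cut at about 14% in these data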;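 note: 0% = plate median of compound wells and 100% = 30 µM serotonin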
Target sequence (P35363 whole entry, looked up): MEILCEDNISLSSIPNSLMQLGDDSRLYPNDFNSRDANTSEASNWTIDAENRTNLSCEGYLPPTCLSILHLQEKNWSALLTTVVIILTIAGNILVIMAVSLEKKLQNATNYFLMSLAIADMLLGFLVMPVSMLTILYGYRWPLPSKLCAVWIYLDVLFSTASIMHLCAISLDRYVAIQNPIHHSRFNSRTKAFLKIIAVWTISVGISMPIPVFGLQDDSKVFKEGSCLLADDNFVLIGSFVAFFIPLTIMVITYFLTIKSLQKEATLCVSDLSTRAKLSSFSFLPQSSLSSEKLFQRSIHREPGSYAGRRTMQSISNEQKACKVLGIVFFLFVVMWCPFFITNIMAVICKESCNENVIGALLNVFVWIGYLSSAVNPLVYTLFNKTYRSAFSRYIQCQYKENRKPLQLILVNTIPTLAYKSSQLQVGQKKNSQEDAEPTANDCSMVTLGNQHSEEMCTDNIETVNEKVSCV
H9c2 protect = cardioprotection against H2O2-induced cell death, primary screen, uHTS, H9c2 cells, ATPLite luminescence; H9c2 cardiomyocytes, H2O2 injury protection, 2 h; protection from H2O2 cell death, % at 20 µM; 0.63% of 360,000 active;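 active = compounds giving at least 50% protection of heart cells from peroxide-induced death in the single-dose screen, raw or plate-pattern-corrected value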;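 note: 0% = DMSO wells with peroxide and 100% = DMSO wells without peroxide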
TRPM1 prom inh = inhibitors of MITF-dependent TRPM1 promoter reporter, primary screen, cell-based, SK-MEL-5, single point, luciferase; inhibition, % at 12.5 µM; 0.83% of 330,000 active; AID 488899, 2010; SK-MEL-5 TRPM1 promoter luciferase, 24 h;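 active = mean inhibition across replicates of 60% or more, whatever share of single replicates reaches that level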; note: values of inactives mirror those of a sister screen read the other way
NR2E3 ag-2 = NR2E3 agonists in two-hybrid cells, primary screen, cell-based, luminescence, CHO-S, Gal4-NCOR/VP16-NR2E3; luciferase; inhibition of corepressor binding, % at 3.98 µM; 0.35% of 360,000 active; AID 602229, 2012;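 active = inhibition above the mean of all tested compounds plus 3 SD, cut at about 70% in these data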;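 note: 0% = DMSO with NR2E3 transfected cells and 100% = cells lacking NR2E3 construct; higher means lower luciferase signal from less NR2E3 corepressor binding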
PDI turbidity = inhibitors of human PDI, primary screen, biochemical, turbidity, single point, plate reader. inhibition, % at 10 µM. 0.052% of 350,000 active. PDI insulin aggregation turbidity, A650, 90 min. Protein disulfide-isomerase (Homo sapiens), P07237;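 active = mean inhibition across replicates of 30% or more, whatever share of single replicates reach that level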;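 note: absorbance from insulin aggregation driven by PDI reduction with DTT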
HIF-2a block = HIF-2a reporter inhibitors, primary screen, luminescence, 786-0 RCC cells; 786-0 RCC cells HIF-2a reporter, luciferase luminescence, overnight; inhibition, % at 18.8 µM; 0.72% of 360,000 active; AID 624352, 2012;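 active = inhibition of the luminescence signal of 40% or more relative to plate controls, in a single-dose primary screen at 18.75 µM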
Active calls of the source: *; x = no result given. An unsorted share of the library (roughly 3.9% active in at least one column).

SMILES	Peg3 prom inh	iPSC survival up	CaV13 FRET inh	Shn3 3UTR inh	NR2E3 ag-1	m5-HT2A agonist	H9c2 protect	TRPM1 prom inh	NR2E3 ag-2	PDI turbidity	HIF-2a block
O=C(CN1C(=O)C2CC=CCC2C1=O)NCC(=O)Nc1ccc(F)c(F)c1 (stereo not drawn)	15	-0.4	-6	-9	1	-6	1	-4	-31	1	5
Cc1ccc(N(C(=O)CC2NC(=O)NC2=O)C2(C(=O)NC3CCCC3)CCCCC2)cc1 (stereo not drawn)	-2	3.2	x	12	-1	3	-7	-2	-9	-7	0
CCOc1ccc(/C=C/C(=O)OC(C)C(=O)NC2CCCCC2C)cc1OC (stereo not drawn)	17	-0.2	-3	4	3	1	5	5	-24	2	12
C[C@H](CO)N1C[C@H](C)[C@@H](CN(C)C(=O)Nc2ccc3c(c2)OCO3)Oc2ccc(NC(=O)Cc3ccccc3)cc2C1=O	0	2.9	-12	-51	x	0	-5	-2	15	-3	4
Cc1ccc(CNc2nc3ccccc3n3nnnc23)cc1	-88	-0.8	-1	-31	-1	-2	16	-10	-72	-4	-94
COc1cccc(C(=O)N/N=C(\C)CC(=O)Nc2ccc(N(C)C)cc2)c1	1	0.2	-3	7	-1	0	10	0	-23	7	-18
COc1ccc(C)cc1S(=O)(=O)Nc1cc2c3c(c1)CCC(=O)N3CCC2	-9	-0.1	-1	31	4	0	0	2	19	3	-12
CC1CC(N(C(=O)c2ccc(Cl)cc2)c2ccccc2)c2ccccc2N1C(=O)c1ccco1 (stereo not drawn)	28	0.1	-4	26	0	-7	-18	13	-28	1	24
CCOc1ccccc1NC(=O)c1cc(-c2cc(OC)c(OC)c(OC)c2)nc2ccccc12	45	-0.6	-4	-2	-2	4	44	10	15	10	12
Cc1ccc(NC(=O)COC(=O)Cc2csc(-c3ccc(Cl)cc3)n2)cc1C	-75	1.4	-4	-19	0	0	-2	-48	7	22	-11
O=C(COC(=O)C1=COCCO1)NCc1ccc(Cl)cc1	3	-0.9	-6	-3	0	0	9	14	17	0	15
O=C(O)c1cc(NS(=O)(=O)c2ccc(F)cc2)cc(NS(=O)(=O)c2ccc(F)cc2)c1	-1	-1.5	-2	46	x	2	3	-7	-20	-8	5
Cc1nn(C)c(C)c1S(=O)(=O)NC1CCCc2ccccc21 (stereo not drawn)	5	-2.5	-4	-4	-1	3	4	13	-16	5	16
CN(CCc1ccccn1)Cc1ccc(Cl)cc1	-1	-1.4	-8	2	6	-3	6	-9	9	-2	7
Cc1cc(N2CC(C)OC(C)C2)n2cc(-c3ccccc3)nc2n1 (stereo not drawn)	-27	-0.7	-2	3	-3	-2	-3	2	-19	-5	-19
CCCn1nc(NS(=O)(=O)c2ccccc2)c2cc3cc(C)ccc3nc21	1	0.2	-6	3	-1	7	4	-6	-3	-7	14
CC(=O)N1CCC(C(=O)NC2CCCc3c2cnn3-c2cc(F)cc(F)c2)CC1 (stereo not drawn)	-7	0.2	-6	-7	2	6	-3	15	12	-7	13
CC1CN/C(=C\C(=O)c2ccccc2)C(=O)N1 (stereo not drawn)	-201	-3.9	-5	-46	-2	3	-1	-57	-83	6	-206
Cc1c(O)c(=O)ccn1C	-5	1.0	x	8	1	7	1	-6	-3	-3	-2
Cc1nn(C)cc1C(C)NC(=O)c1cc(COc2c(F)cccc2F)on1 (stereo not drawn)	4	-2.0	-6	6	3	2	5	-15	7	2	-6
Cc1nonc1C(=O)N1CCCC(Nc2ccc(C(C)C)cc2)C1 (stereo not drawn)	-6	-0.3	-3	5	-1	8	-4	-7	0	6	-17
Cn1c(=O)c2c(ncn2CCNC2=NCCCCC2)n(C)c1=O	-17	-0.4	0	-14	-3	3	-4	-2	-24	-4	20
COc1ccc(CNc2oc(COc3ccccc3)nc2C#N)cc1	-62	-0.5	-7	-23	-1	-9	0	-30	-37	1	-110
O=C1NCCCC1C(=O)N/N=C/c1ccccc1O (stereo not drawn)	-12	1.2	-4	-5	-1	3	18	3	4	-2	-1
O=C(CN1CCN(Cc2ccccc2)CC1)Nc1ccc2c(c1)CCC2	10	-0.2	-2	6	2	-1	-5	0	-2	4	14

Pulled one by one from the entries so far:
SMILES	Peg3 prom inh	iPSC survival up	CaV13 FRET inh	Shn3 3UTR inh	NR2E3 ag-1	m5-HT2A agonist	H9c2 protect	TRPM1 prom inh	NR2E3 ag-2	PDI turbidity	HIF-2a block
CCOc1ccccc1NC(=O)c1cc(-c2cc(OC)c(OC)c(OC)c2)nc2ccccc12	45	-0.6	-4	-2	-2	4	44	10	15	10	12
CCCn1nc(NS(=O)(=O)c2ccccc2)c2cc3cc(C)ccc3nc21	1	0.2	-6	3	-1	7	4	-6	-3	-7	14

Additional compounds
SMILES	Peg3 prom inh	iPSC survival up	CaV13 FRET inh	Shn3 3UTR inh	NR2E3 ag-1	m5-HT2A agonist	H9c2 protect	TRPM1 prom inh	NR2E3 ag-2	PDI turbidity	HIF-2a block
COc1ccc(NC(=O)C2CCC(N3C(=O)C4CCCCC4C3=O)CC2)cc1 (stereo not drawn)	8	0.4	-4	-3	1	-7	-4	-2	-19	15	14
CCOC(=O)Cn1c(=O)n(C2CCCC2)c(=O)c2ccccc21	11	-0.8	0	-7	1	-1	-3	6	-2	5	17
CCC(CO)Nc1ccc(-c2nn(C)c(=O)c3ccccc23)cc1[N+](=O)[O-] (stereo not drawn)	-13	-2.3	1	-6	3	5	-2	2	30	0	6
CN(C)CCNc1nc(Oc2cccc(F)c2)c2sccc2n1	-4	-2.6	-7	-15	x	-2	14	x	-14	-1	-4
CN(C)CCCN(C(=O)c1ccc(S(=O)(=O)N(C)Cc2ccccc2)cc1)c1nc2cc3c(cc2s1)OCO3	68*	0.1	-3	-24	0	-13	-23	85*	5	1	5
CC(OC(=O)C1CC(=O)N(Cc2ccco2)C1)C(=O)Nc1cccc(C#N)c1 (stereo not drawn)	-6	3.7	-7	-10	x	7	7	1	-8	-7	-9
COc1ccccc1C(=O)NC(=O)COC(=O)c1cccc(OC(F)F)c1	-1	-0.5	-5	2	0	3	11	-5	6	18	7
Cc1cc2cc3c(N)[nH]nc3nc2cc1C	-103	-3.5	-9	-3	-8	-3	-6	-11	-36	-5	-131
COc1cc(C(=O)OCc2cc(=O)oc3c(C)c(C)ccc23)ccc1OC(F)F	41	-0.3	-4	0	2	0	-21	27	-29	-1	8
O=c1ccc(S(=O)(=O)N2CCCC2)c[nH]1	1	-0.3	-19	-3	x	12	-4	-5	8	14	-4
Cc1nn(CC(=O)NCCN2CCCCCC2)c(=O)c2nn(-c3ccccc3)c(C)c12	-13	-0.4	-4	11	-2	0	-1	-7	4	4	2
CC(=O)Nc1ccc(-c2cc(C(=O)O)c3ccccc3n2)cc1	8	0.0	-3	-2	-4	-1	-11	0	-19	-1	23
O=C(OCC(=O)c1ccc[nH]1)c1ccc(C(F)(F)F)cc1	-13	0.5	-5	-7	x	-6	-6	-10	-39	-5	-20
O=C(NCCN1CCOCC1)c1sc2cc(Cl)ccc2c1Cl	-119	0.1	-7	-5	1	-9	2	-13	-51	5	-102
COCc1cc(=O)[nH]c(/N=C(\N)Nc2ccc(C)cc2C)n1	1	-2.0	-6	18	0	-7	1	0	17	7	17
c1ccc(-c2cc3cc4c(cc3cn2)OCO4)cc1	-246	-2.6	12	-36	x	2	-31	-27	-142	-7	-187
COCc1ccc(C(=O)NC(C)c2cnn(-c3ccccc3C)c2C)o1 (stereo not drawn)	1	-0.6	-6	2	1	2	3	12	15	6	-21
CCN(CC(=O)Nc1cccc(OC)c1)CC(=O)Nc1ccc(C)cc1Cl	3	-0.7	-6	2	-2	3	-9	8	9	5	25
Cc1cc(C)c(C#N)c(SCc2ccccc2[N+](=O)[O-])n1	17	0.1	-15	9	2	-6	-4	8	-17	2	8
O=C1CN(S(=O)(=O)c2ccccc2)CCN1	13	-1.2	-6	10	x	-5	0	-6	1	6	8
O=C(Nc1cccc(-c2cn3cccnc3n2)c1)c1ccco1	-14	-1.1	-4	-15	6	6	7	9	-7	-6	-25
Cc1ccc(NC(=O)Cc2nnc(SCC(=O)Nc3ccc(N4CCOCC4)cc3)n2C)cc1	-35	-0.1	-3	-12	-6	8	-4	-14	-36	14	-27
O=C(O)c1cccc(CSc2nnc(-c3cccnc3)o2)c1	-5	0.7	-1	18	x	7	6	0	-2	21	20
COc1ccc(OCCNC(=O)C(Cc2c[nH]c3ccccc23)NC(C)=O)cc1 (stereo not drawn)	15	0.0	-6	6	2	2	4	16	-19	7	10
CCOC(=O)CC(NC(=O)Cc1ccccc1)c1ccccc1Cl (stereo not drawn)	0	-0.1	-3	-3	0	1	4	-12	-13	3	3

Going on with the list.
SMILES	Peg3 prom inh	iPSC survival up	CaV13 FRET inh	Shn3 3UTR inh	NR2E3 ag-1	m5-HT2A agonist	H9c2 protect	TRPM1 prom inh	NR2E3 ag-2	PDI turbidity	HIF-2a block
CC(C)Cc1ccc(S(=O)(=O)Nc2cccnc2)cc1	22	0.0	-18	-7	2	-1	-7	6	18	1	18
O=C(Nc1cccnc1Cl)c1cccnc1Cl	-3	23*	-4	-4	1	-1	9	-9	-2	-2	11
CC(C)Oc1cccc(C(=O)NC(=S)NCc2cccnc2)c1	-18	3.3	-4	4	0	-1	-4	17	9	-2	-30
Cc1nn(-c2ccccc2)c(C)c1/C=N/NC(=O)CSc1nnc(SCc2cccc3ccccc23)s1	-76	-0.5	-3	-11	-2	6	-10	-19	-4	-5	-121
CCNC(=S)NNC(=O)Cn1nc(C)cc1C	12	3.9	-3	-20	2	-5	2	6	-18	-3	-12
CCCc1nnc(NC(=O)CCC(=O)N2CCC(Cc3ccccc3)CC2)s1	5	1.2	-3	-4	-1	5	2	-6	-3	-3	8
O=C(Nc1cccnc1)c1ccc(CN2CCc3ccccc3C2)cc1	-8	-0.8	-4	16	5	-1	0	10	-2	-4	-11
Cc1cc(C)c2nc(NNC(=O)c3ccc(S(=O)(=O)N4CCCCC4)cc3)sc2c1	55*	0.3	2	11	0	12	38	x	-25	x	-15
O=C1CC(c2ccco2)Sc2ccccc2N1 (stereo not drawn)	8	-0.4	-3	2	3	1	0	9	-14	-10	7
CCCCc1nc2cc(C(=O)N3CCNC(=O)C3CC(=O)OC)ccc2o1 (stereo not drawn)	0	-0.3	-6	0	4	-1	10	-10	-18	-3	-7
CSc1ncccc1C(=O)Nc1nc2ccc(F)cc2s1	-243	-0.1	-2	-17	0	-5	-9	-4	48	1	-47

Source: PubChem
